Assay outcomes as filed in PubChem.
RORg inh = blocks mouse ROR gamma transcriptional activity. Drosophila S2 Gal4-RORgamma UAS-luciferase reporter, 20 h. Potency, µM (top dose mostly 53.6 µM), without a hit: at the top dose activity change, negative = inhibition, hits mostly inhibitors. 310,000 tested, 5.4% active; also: % is scaled to controls: 0 for no effect and ±100 for the full control effect; nearly all actives have a fitted effect of over 60% in size
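Stably transfected Drosophila Schneider cells are the test system, with ROR gamma fused to Gal4 and luciferase under UAS control; luminescence is read after 20 hr of 700 uM copper sulfate induction at ambient temperature.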
Rab9 prom act = activators of Rab9 promoter | Huh7 Rab9 promoter-luciferase reporter, luminescence, 24 h | Potency, µM (doses to about 9.22 µM), for the others: at the top dose activation, negative = inhibition, actives largely listed as activators | 320,000 tested, 2.8% active; also: % of control where 0% means no effect; nearly all actives have a fitted effect of over 60% in size
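Cells were plated at 1500 per well in reduced-serum medium with 10% FBS and left 2 h. Compound in DMSO was then added for 24 h at 37 °C. Reporter signal was read by luminescence after 10 min with luciferase detection reagent.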
p53 reactivator = mutant p53 re-activation in reporter cells. H1299 p53-A138V BP100-luciferase reporter, luminescence, 24 h. Potency, µM (top dose mostly 92.2 µM), for the others: top-dose activity change, positive = activation, hits mostly activators. 320,000 tested, 0.063% active. AID 504706; also: % of control where 0% means no effect; nearly all actives have a fitted effect of over 45% in size
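H1299 (p53-null), stable ts p53-A138V + BP100-Luc; 1000 cells/well, Opti-MEM/10% FBS; cpd 4 pt, 1:5; 24 h, 37 deg C, 5% CO2; detection reagent 10 min RT; luminescence.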
MBNL1 CUG block = inhibitors of human MBNL1 binding to CUG repeat RNA | Potency, µM (series often up to 57.5 µM), for the others: at the highest dose activity change, negative = inhibition, hits mostly inhibitors | Q9NR56 | TR-FRET MBNL1-His/biotin-(CUG)12 binding, 665/545 ratio | 280,000 tested, 0.036% active | AID 2675; active = well fitted inhibition curve with a large enough effect in the signal ratio, with a control signal flat, not every such curve was filed as active; inconclusive = small, poorly fitted or top-dose-only effect, or effect the other way, or a change in a side signal; inactive = no such curve, though single readings can be large or run the other way; the % refers to the signal ratio; also: % is scaled to controls: 0 for no effect and ±100 for the full control effect
Target sequence (Q9NR56 whole entry, looked up): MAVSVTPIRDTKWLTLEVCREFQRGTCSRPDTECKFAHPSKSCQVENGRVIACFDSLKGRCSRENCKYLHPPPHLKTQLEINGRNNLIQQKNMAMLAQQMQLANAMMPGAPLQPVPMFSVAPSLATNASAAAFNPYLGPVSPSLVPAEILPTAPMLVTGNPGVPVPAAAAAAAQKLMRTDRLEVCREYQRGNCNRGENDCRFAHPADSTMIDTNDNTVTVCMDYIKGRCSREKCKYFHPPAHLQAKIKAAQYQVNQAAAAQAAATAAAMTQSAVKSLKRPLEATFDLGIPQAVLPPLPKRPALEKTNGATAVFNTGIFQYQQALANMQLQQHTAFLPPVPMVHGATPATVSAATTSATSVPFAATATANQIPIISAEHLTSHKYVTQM
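Compounds (final 92 nM to 58 uM) are added to His-tagged MBNL1 and biotin-(CUG)12, then terbium anti-His antibody and streptavidin-XL665 (5 nM final). After 60 min at room temperature, the 665/545 nm ratio is read.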
FLuc modulator = firefly luciferase modulation, counter-screen for miR-21 project. P08659. purified FLuc, Km substrates, luminescence inhibition. Potency, µM (series often up to 57.5 µM), inactives show top-dose activity change, negative = inhibition, usual class: inhibitors. 360,000 tested, 6.9% active. AID 588342;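 also: plate controls were vehicle for no effect and reference inhibitor for full effect; nearly all actives have a fitted effect of over 55% in size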
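Purified P. pyralis luciferase (10nM final) with 10uM D-luciferin and 10uM ATP (Km levels) in 50mM Tris acetate pH 7.5, 10mM Mg acetate, 0.01% Tween-20, 0.05% BSA; qHTS 6-point titration, ~60 µM downward; luminescence read.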
ELG1 genotoxic = genotoxicity induction in ELG1-luciferase HEK293T cells; HEK293T ELG1-luciferase reporter, luminescence, 16 h; 330,000 tested, 1.3% active; Potency, µM (titrated, usually from 46 µM), for the others: top-dose activity change, positive = activation, usual class: activators; also: % of control where 0% means no effect; nearly all actives have a fitted effect of over 60% in size
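HEK293T cells expressing luciferase-tagged ELG1 were exposed to compound or DMSO vehicle for 16 hr at 37 °C and 5% CO2. Luciferase activity was then measured with ONE-Glo after 30 min at room temperature.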
VP16 counter = inhibits Gal4-VP16 luciferase reporter, ROR gamma counter-screen | AID 2546 | Drosophila S2 Gal4-VP16 UAS-luciferase, luminescence, 20 h | Potency, µM (top dose mostly 53.6 µM), inactives show at the highest dose activity, negative = inhibition, hits mostly inhibitors | 310,000 tested, 3.5% active;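 also: Gal4-VP16 expression switched on by copper sulfate through the metallothionein promoter; % is scaled to controls: 0 for no effect and ±100 for the full control effect; nearly all actives have a fitted effect of over 50% in size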
MLL CXXC-DNA inh = inhibitors of human MLL CXXC domain-DNA interaction; Q03164; MLL-CXXC / FITC-HOXA9 DNA fluorescence polarization; Potency, µM (top dose mostly 115 µM), inactives show at the highest dose activity change, negative = inhibition, most hits filed as inhibitors; 290,000 tested, 0.037% active; active = well fitted inhibition curve with a large enough effect in the polarisation, with a control signal flat, not every such curve was filed as active; inconclusive = small, poorly fitted or top-dose-only effect, or effect the other way, or a change in a side signal; inactive = no such curve, though single readings can be large or run the other way; the % refers to the polarisation
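Steps: dispense CXXC domain solution (7 uM) → pin compounds or unlabeled HOX-A9 DNA control → 5 min ambient → add FLSN-HOX-A9 solution (50 nM) → spin → 30 min ambient → fluorescence polarization. Tris pH 7.5/NaCl/DTT/BSA buffer.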
BRCA1 expr up = activators of BRCA1 expression | Potency, µM (highest dose often 46.1 µM), inactives show at the highest dose activation, usual class: activators | MCF7-BRCA1-FFLuc reporter, luminescence, 48 h; response scale: scaled: vehicle 0%, 10 µM genistein 100% | 380,000 tested, 1.1% active; also: nearly all actives have a fitted effect of over 80% in size; some results filed as inactive show a strong effect at the top dose
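Activators of BRCA1 expression were detected as increased firefly luciferase luminescence in engineered MCF7 cells after 48 h compound incubation. Signals were scaled to genistein 10 microM as full activation.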
NPC1 prom act = NPC1 promoter activation. Huh7 NPC1 promoter luciferase reporter, 24 h. Potency, µM (titrated, usually from 9.22 µM), inactives show at the highest dose activation, usual class: activators. 320,000 tested, 2.4% active;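 also: % of control where 0% means no effect; nearly all actives have a fitted effect of over 60% in size; reporter is driven by a mutant NPC1 promoter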
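Luminescence from an NPC1 promoter-driven luciferase reporter in stably transfected Huh7 cells was measured after 24 h compound treatment at 37 °C, followed by 10 min ambient incubation with luciferase detection reagent.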
uPA generation = blocks generation of uPA at the cell surface; Potency, µM (titrated, usually from 38.3 µM), for inactives: top-dose activity change, negative = inhibition, hits mostly inhibitors; AID 540303; 330,000 tested, 0.31% active; cell surface uPA generation assay, qHTS; active = well fitted inhibition curve with a large enough effect; inconclusive = small, poorly fitted or top-dose-only effect; inactive = no such curve, though single readings can be large or run the other way; tested in mouse RAW 264.7 cells; also: % is scaled to controls: 0 for no effect and ±100 for the full control effect; nearly all actives have a fitted effect of over 55% in size
The depositor's hits bear a star; ? = inconclusive; . = not tested or not shown; [ ] = another dose, or the depositor's remark. Unless noted, calls follow the shape of the dose curve; as a rule, active = well fitted curve in the direction sought with a large enough effect; inconclusive = small, poorly fitted or top-dose-only effect, or another doubt; inactive = no such curve, though single readings can be large; an effect the other way counts as inactive or inconclusive. Potency is read from the fitted curve at half-maximal effect. An excerpt. The share of hits here may be higher or lower than overall.

Keys: A = RORg inh; B = Rab9 prom act; C = p53 reactivator; D = MBNL1 CUG block; E = FLuc modulator; F = ELG1 genotoxic; G = VP16 counter; H = MLL CXXC-DNA inh; I = BRCA1 expr up; J = NPC1 prom act; K = uPA generation
> COC(=O)c1c(NC(=O)c2ccc(OC(C)C)cc2)sc2c1CC(C)(C)NC2(C)C
  A: 1%	B: -8%	C: 0%	D: -2%	E: 0%	F: 3%	G: -7%	H: -1%	I: -8%	J: 0%	K: -1%
> CCOC(=O)C1=C(c2cccc(F)c2)NC(=S)NC1C (configuration not stated)
  A: 14µM*	B: -1%	C: -2%	D: -2%	E: 2%	F: 0%	G: ?	H: 18%	I: 10%	J: 0%	K: 0%
> O=C(/C=C/c1ccc(O)c([N+](=O)[O-])c1)c1ccc2ccccc2c1
  A: -17%	B: 2%	C: ?	D: ?	E: 7.6µM*	F: 0%	G: -8%	H: 10%	I: -2%	J: 22%	K: -6%
> O=C(CCc1nnc2ccc(NCc3ccco3)nn12)N1CCN(c2ccccc2)CC1
  A: 22%	B: -5%	C: 0%	D: 1%	E: -1%	F: -3%	G: -5%	H: 17%	I: 0%	J: -5%	K: 1%
> Cc1ccc(C2=NN(C(=O)CSc3nc(N)cc(N)n3)C(c3ccco3)C2)cc1 (configuration not stated)
  A: 4%	B: -6%	C: -5%	D: 6%	E: -5%	F: 2%	G: -13%	H: -1%	I: -3%	J: -2%	K: -1%
> CCN(Cc1ccc(OC)c(F)c1)C(=O)c1oc2ccccc2c1COC
  A: 39%	B: ?	C: 8%	D: 3%	E: -3%	F: -2%	G: -4%	H: -3%	I: -1%	J: 27%	K: -5%
> O=C(NCC1COc2ccccc2O1)c1cccc(S(=O)(=O)N2CCN(c3ccccc3)CC2)c1 (configuration not stated)
  A: .	B: -6%	C: -3%	D: .	E: -1%	F: -7%	G: .	H: .	I: -41%	J: -5%	K: -24%
> O=C(NC1CCCC1)C1CCN(C(=O)c2cc(Cl)ccc2Cl)CC1
  A: 1%	B: 7%	C: 1%	D: -2%	E: 0%	F: -1%	G: 6%	H: 2%	I: -1%	J: 1%	K: -4%
> Cc1ccc(NC(=O)Cn2c(=O)oc3cc(S(=O)(=O)N4CCC(C)CC4)ccc32)cc1C
  A: 3%	B: -7%	C: 15%	D: -2%	E: 5%	F: 1%	G: 20µM*	H: ?	I: -26%	J: 0%	K: -30%
> COc1ccc(/C=N/NC(=O)c2cccnc2)cc1Cn1nc([N+](=O)[O-])c(Br)c1C
  A: -4%	B: -17%	C: 3%	D: .	E: -10%	F: 8%	G: 1%	H: 6%	I: .	J: -3%	K: .
> NS(=O)(=O)c1ccc(NC(=O)CN2CCc3ccccc32)cc1
  A: 10%	B: 1%	C: 0%	D: -8%	E: -1%	F: -3%	G: -1%	H: 15%	I: 0%	J: 0%	K: 1%
> CCc1cccc(CC)c1NC(=S)Nc1cccc(Cl)c1Cl
  A: ?	B: 1%	C: -3%	D: -2%	E: -2%	F: -2%	G: 3%	H: 25%	I: -4%	J: -1%	K: -3%
> Cc1cccc(C)c1NC(=O)CN1C(=O)S/C(=C\c2cccn2C)C1=O
  A: 32%	B: -9%	C: 23%	D: -5%	E: 1%	F: 17%	G: -9%	H: -10%	I: -22%	J: -4%	K: -11%
> CCOC(=O)c1ccc2nc(NC(=O)c3cccs3)sc2c1
  A: ?	B: 0.5µM*	C: ?	D: 21%	E: 1.2µM*	F: ?	G: 2%	H: -12%	I: 3%	J: 0.71µM*	K: -2%
> Cn1c(-c2c(N)n(-c3ccccc3)c3nc4ccccc4nc23)nc2ccccc21
  A: 1.1µM*	B: -6%	C: -7%	D: 80%[activator]	E: 7%	F: 1%	G: 3.5µM*	H: 1%	I: -68%	J: -7%	K: -1%
> C/C(=N\NC(=O)CN(c1ccc(C)cc1)S(C)(=O)=O)c1cccs1
  A: -23%	B: -1%	C: -1%	D: -9%[11.5 µM]	E: -3%	F: 1%	G: -2%	H: 6%	I: 6%	J: -7%	K: 2%

4 entries picked at random from the list so far, as already listed:
Keys: A = RORg inh; B = Rab9 prom act; C = p53 reactivator; D = MBNL1 CUG block; E = FLuc modulator; F = ELG1 genotoxic; G = VP16 counter; H = MLL CXXC-DNA inh; I = BRCA1 expr up; J = NPC1 prom act; K = uPA generation
> CCOC(=O)C1=C(c2cccc(F)c2)NC(=S)NC1C (configuration not stated)
  A: 14µM*	B: -1%	C: -2%	D: -2%	E: 2%	F: 0%	G: ?	H: 18%	I: 10%	J: 0%	K: 0%
> Cc1ccc(NC(=O)Cn2c(=O)oc3cc(S(=O)(=O)N4CCC(C)CC4)ccc32)cc1C
  A: 3%	B: -7%	C: 15%	D: -2%	E: 5%	F: 1%	G: 20µM*	H: ?	I: -26%	J: 0%	K: -30%
> Cc1ccc(C2=NN(C(=O)CSc3nc(N)cc(N)n3)C(c3ccco3)C2)cc1 (configuration not stated)
  A: 4%	B: -6%	C: -5%	D: 6%	E: -5%	F: 2%	G: -13%	H: -1%	I: -3%	J: -2%	K: -1%
> CCN(Cc1ccc(OC)c(F)c1)C(=O)c1oc2ccccc2c1COC
  A: 39%	B: ?	C: 8%	D: 3%	E: -3%	F: -2%	G: -4%	H: -3%	I: -1%	J: 27%	K: -5%
